Screening results from PubChem.
GASC1 inh – blocks human GASC-1 (KDM4C) demethylase activity. Q9H3R0. GST-KDM4C 2-372, H3K9me3 peptide, LANCE TR-FRET. inhibition, % at 12.5 µM. 96,000 compounds, 0.15% hits. AID 720574;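 active means mean replicate inhibition above about 25%, with at least 55% of replicates also reaching it, limit read from the data, passing the limit was not always enough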
Target sequence (Q9H3R0 2-372 limits assumed): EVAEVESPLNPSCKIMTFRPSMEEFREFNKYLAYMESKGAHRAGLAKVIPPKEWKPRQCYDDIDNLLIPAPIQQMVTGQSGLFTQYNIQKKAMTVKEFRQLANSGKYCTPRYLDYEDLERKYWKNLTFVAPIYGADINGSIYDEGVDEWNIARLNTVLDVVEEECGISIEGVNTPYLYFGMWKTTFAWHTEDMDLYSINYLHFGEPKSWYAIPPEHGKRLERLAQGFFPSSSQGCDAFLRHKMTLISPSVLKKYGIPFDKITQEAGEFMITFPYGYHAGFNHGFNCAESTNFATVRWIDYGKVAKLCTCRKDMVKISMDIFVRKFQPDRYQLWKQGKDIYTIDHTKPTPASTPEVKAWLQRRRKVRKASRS
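Material: GST-tagged GASC-1 (JMJD2C) catalytic fragment, aa 2-372 / Quantity: enzyme final amount 10 nM / Medium: HEPES buffer, pH 7.5, plus ascorbate / Doses: one test concentration per compound / Incubation: 30 min reaction, 60 min detection, RT / Measured by: LANCE TR-FRET / Read-out: inhibition from TR-FRET ratio decrease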
C diff growth – blocks growth of Clostridium difficile; Clostridium difficile clinical isolate growth, OD600, 24 h; hits give low values; growth activity, negative = inhibition, % at 16 µg/mL (by protocol); 86,000 compounds, 0.25% hits; AID 1259249;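 active means mean growth activity at or below -80% and every replicate also at or below -80%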;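 further: 0% = DMSO wells and -100% = levofloxacin 16 µg/mL wells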
T cruzi growth – blocks T. cruzi growth in NIH3T3 culture | T. cruzi beta-gal in NIH3T3, GalScreen luminescence, 90 h | inhibition, % at 8.34 µM | 77,000 compounds, 5.9% hits;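 active means mean inhibition above about 93%, with at least 55% of replicates each passing it, limit read from the data, passing the limit was not always enough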
Pf Dd2 growth – P. falciparum Dd2 growth inhibition. SYBR Green, 72 h; hits give low values. activity change, % at 10 µM. 94,000 compounds, 2.3% hits. AID 1159554; in the data active means activity change below about -80%
Starred values were filed as active, the others as inactive; / = not tested or not shown; & = joins results of further samples. Random draw from the library; any-hit rate near 6.7%.

SMILES	GASC1 inh	C diff growth	T cruzi growth	Pf Dd2 growth
COc1ccc(S(=O)(=O)Nc2ccc3c(c2)C(=O)N([C@@H](C)CO)C[C@@H](C)[C@H](CN(C)C(=O)CCC(F)(F)F)OCCCC[C@H](C)O3)cc1	2.0	1.1	-66.0	-13.3
C[C@H](CO)N1C[C@H](C)[C@H](CN(C)CC2CCCCC2)Oc2ccc(NC(=O)Cc3ccccc3)cc2C1=O	1.5	26.2	45.9	-3.1
CO[C@H](CN(C)C(=O)Nc1ccc(C(F)(F)F)cc1)[C@H](C)CN(Cc1ccccc1Cl)[C@H](C)CO	0.5	/	105.1*	-64.5
N#C[C@@H]1[C@@H](c2ccc(-c3ccncc3)cc2)[C@@H](CO)N1C(=O)C1CCCC1	-1.6	0.8	56.3	-50.6
CCCC(=O)Nc1ccc2c(c1)OC[C@@H](C)N(Cc1ccccc1F)C[C@@H](C)[C@@H](OC)CN(C)C2=O	-0.4	/	81.2	-4.6
CCCC(=O)Nc1ccc2c(c1)OC[C@H](C)N(Cc1ccc(-c3ccccn3)cc1)C[C@H](C)[C@@H](OC)CN(C)C2=O	0.5	-8.8	/	-72.3
COc1cccc(S(=O)(=O)Nc2ccc3c(c2)[C@@H]2C[C@H](CC(=O)NCc4ccccc4F)O[C@@H](CO)[C@@H]2O3)c1	7.1	-2.4	70.8	-79.5
CCCNC(=O)C[C@@H]1C[C@@H]2c3cc(NC(=O)COC)ccc3O[C@@H]2[C@H](CO)O1	3.3	2.2	2.2	33.7
CCCNC(=O)N1CCC2(CC1)CN(C(=O)c1ccccc1)[C@H](CO)c1[nH]c3cc(OC)ccc3c12	1.9	19.0	/	-7.6
O=C(C1CCC1)N1CC(=O)N2[C@H](CO)[C@H](c3ccc(-c4ccccc4F)cc3)[C@@H]2C1	1.0	0.5	/	-3.7
Cc1noc(C)c1NC(=O)Nc1ccc2c(c1)C(=O)N(C)[C@H]1CC[C@@H](CC(=O)N[C@@H]3CCN(Cc4ccccc4)C3)O[C@@H]1CO2	0.1	-8.5	-11.1	-13.9
CO[C@H]1CN(C)C(=O)c2ccc(NC(C)=O)cc2OC[C@H](C)N(C(=O)C2CCC2)C[C@H]1C	-0.1	-26.3	-5.7	12.2
CCCNC(=O)N1CC(=O)N2[C@@H](CO)[C@H](c3ccc(C#Cc4cccc(F)c4)cc3)[C@@H]2C1	-1.3	-5.1	/	3.4
COc1ccc(CN(C)C[C@H]2OCc3cnnn3CCCC(=O)N([C@@H](C)CO)C[C@@H]2C)cc1	-0.3	-1.5	-0.2	-1.6
COc1ccc(NC(=O)Nc2ccc3c(c2)CC(=O)N([C@@H](C)CO)C[C@H](C)[C@@H](CN(C)S(=O)(=O)c2c(C)noc2C)O3)cc1	-0.3	-9.0	9.8	-16.4
CC(=O)N1CC(=O)N2[C@@H](CO)[C@@H](c3ccc(-c4ccc(C#N)cc4)cc3)[C@@H]2C1	-0.9	-5.8	/	-40.7
Cc1noc(C)c1NC(=O)Nc1ccc2c(c1)C(=O)N([C@H](C)CO)C[C@@H](C)[C@@H](CN(C)Cc1ccc(Cl)c(Cl)c1)O2	-0.9	1.6	44.3	-5.3
C[C@H](CO)N1C[C@H](C)[C@@H](CN(C)C(=O)c2ccccc2)Oc2ncc(C#Cc3ccccc3)cc2C1=O	-2.3	/	/	-67.7
CO[C@@H]1CN(C)C(=O)c2ccc(NC(C)=O)cc2OC[C@@H](C)N(C(=O)Cc2ccccn2)C[C@@H]1C	0.5	/	-38.4	15.5
COc1ccc2c3c([nH]c2c1)[C@@H](CO)N(C(=O)c1ccc(F)cc1)CC31CCN(C(=O)CC2CC2)CC1	-0.7	-1.8	/	-48.8
COc1ccc(S(=O)(=O)N(C)C[C@@H]2Oc3ccc(NC(=O)c4ccncc4)cc3CC(=O)N([C@H](C)CO)C[C@@H]2C)cc1	0.6	9.6	36.7	12.7
C[C@H]1CN([C@@H](C)CO)C(=O)c2cccc(NC(=O)C3CC3)c2O[C@H]1CN(C)Cc1ccc(Oc2ccccc2)cc1	-1.5	-4.1	44.5	-17.3
COc1cccc(-c2ccc3c(c2)O[C@H](CN(C)Cc2ccncc2)[C@@H](C)CN([C@H](C)CO)S3(=O)=O)c1	4.6	-2.3	/	-31.1
C[C@@H]1CCCCO[C@H](CN(C)Cc2ccccc2)[C@H](C)CN([C@H](C)CO)C(=O)c2cc(NC(=O)Cc3ccccc3)ccc2O1	0.0	-3.7	/	-67.6
Cc1cccc(S(=O)(=O)N[C@@H]2CC[C@H](CCNS(=O)(=O)c3ccccc3F)O[C@H]2CO)c1	0.8	/	-28.9	-32.7

Profiles, quoted from the list. Values in the order: GASC1 inh, C diff growth, T cruzi growth, Pf Dd2 growth
CCCC(=O)Nc1ccc2c(c1)OC[C@@H](C)N(Cc1ccccc1F)C[C@@H](C)[C@@H](OC)CN(C)C2=O as listed: -0.4, /, 81.2, -4.6
CO[C@@H]1CN(C)C(=O)c2ccc(NC(C)=O)cc2OC[C@@H](C)N(C(=O)Cc2ccccn2)C[C@@H]1C as listed: 0.5, /, -38.4, 15.5
CO[C@H](CN(C)C(=O)Nc1ccc(C(F)(F)F)cc1)[C@H](C)CN(Cc1ccccc1Cl)[C@H](C)CO as listed: 0.5, /, 105.1*, -64.5
COc1ccc(CN(C)C[C@H]2OCc3cnnn3CCCC(=O)N([C@@H](C)CO)C[C@@H]2C)cc1 as listed: -0.3, -1.5, -0.2, -1.6

(further entries)
SMILES	GASC1 inh	C diff growth	T cruzi growth	Pf Dd2 growth
Cn1cnc(S(=O)(=O)N[C@H]2CC[C@H](CC(=O)Nc3ccc(-c4ccccc4)cc3)O[C@@H]2CO)c1	-1.4	-2.7	1.7	7.0
CCC(=O)Nc1ccc2c(c1)OC[C@H](C)N(Cc1cncnc1)C[C@@H](C)[C@@H](OC)CN(C)C2=O	0.7	-2.5	-29.3	29.1
Cc1ccc(S(=O)(=O)Nc2ccc3c(c2)C(=O)N([C@@H](C)CO)C[C@@H](C)[C@@H](CN(C)S(=O)(=O)c2cn(C)cn2)OCCCC[C@H](C)O3)cc1	-0.5	1.8	-23.6	-61.7
COc1ccc(S(=O)(=O)N(C)C[C@H]2OCCCC[C@H](C)Oc3ccc(NS(=O)(=O)c4cccs4)cc3C(=O)N([C@@H](C)CO)C[C@H]2C)cc1	16.7	-4.1	64.1	-83.4*
C/C=C/c1ccc([C@H]2[C@@H](CO)N(CC3CC3)C23CN(S(=O)(=O)CC)C3)cc1	-2.3	-0.4	/	-31.9
CNC(=O)C[C@@H]1CC[C@H]2[C@@H](COc3ccc(NC(=O)C4CCCCC4)cc3C(=O)N2C)O1	0.1	-1.7	-11.9	12.6
C[C@@H]1CN([C@@H](C)CO)C(=O)c2cc(NC(=O)C3CCCCC3)ccc2O[C@@H](C)CCCCO[C@@H]1CN(C)Cc1ccc2c(c1)OCO2	0.4	6.1	85.0	-67.4
CC(C)NC(=O)N(C)C[C@@H]1Oc2ccc(NC(=O)Cn3cnnn3)cc2CC(=O)N([C@H](C)CO)C[C@H]1C	0.0	13.7	-6.4	14.3
C[C@H]1CCCCO[C@@H](CN(C)C(=O)Nc2ccc3c(c2)OCO3)[C@@H](C)CN([C@@H](C)CO)C(=O)c2cc(NS(=O)(=O)c3ccccc3)ccc2O1	0.7	-2.1	63.4	-34.5
C/C=C/c1ccc2c(c1)[C@@H]1[C@@H](CCN1S(=O)(=O)c1ccc(C)cc1)[C@@H](CO)N2	0.7	-1.4	22.4	-40.9
C[C@@H]1CCCCO[C@H](CN(C)C(=O)c2ccccc2)[C@H](C)CN([C@@H](C)CO)C(=O)c2cc(N(C)C)ccc2O1	2.3	-2.3	35.1	-34.0
O=C(c1ccccn1)N1CC(=O)N2[C@H](C1)[C@@H](c1ccc(C#CCc3ccccc3)cc1)[C@@H]2CO	0.0	-3.6	/	-81.9*
CCNC(=O)C[C@@H]1CC[C@@H]2[C@H](COc3ccc(NS(C)(=O)=O)cc3C(=O)N2C)O1	-1.3	-1.8	13.5	21.3
C[C@@H]1CN([C@@H](C)CO)C(=O)c2cc(NC(=O)CCC(F)(F)F)ccc2O[C@H]1CN(C)Cc1ccncc1	-0.7	-0.6	13.3	-4.8
CO[C@H]1CN(C)C(=O)c2ccc(NS(=O)(=O)c3ccc(F)cc3)cc2OC[C@@H](C)NC[C@@H]1C	0.7	1.6	-6.3	27.7
C[C@H]1CN([C@@H](C)CO)C(=O)c2cc(C#CCN(C)C)cnc2O[C@H]1CN(C)Cc1ccccc1F	3.8	1.8	-0.9	1.2
O=C(N[C@@H]1CC[C@H](CCNS(=O)(=O)c2ccc(Cl)cc2)O[C@@H]1CO)c1cccnc1	0.1	8.2	-26.9	18.6
C[C@@H]1CN([C@@H](C)CO)C(=O)Cc2cc(NS(C)(=O)=O)ccc2O[C@H]1CN(C)C(=O)Nc1ccc2c(c1)OCO2	1.2	-6.9	17.6	21.0
COCC#Cc1ccc2c(c1)O[C@H](CN(C)Cc1ccccc1)[C@H](C)CN([C@H](C)CO)S2(=O)=O	2.0	4.3	39.3	-53.0
O=C(C[C@@H]1CC[C@@H]2[C@H](COC[C@@H](O)CN2C(=O)Nc2ccc(Cl)cc2)O1)NCC1CCCCC1	-4.9	31.9&-4.9	-35.6	3.5
C[C@@H]1CN([C@@H](C)CO)C(=O)c2cc(NC(=O)CCCN(C)C)ccc2O[C@@H](C)CCCCO[C@H]1CN(C)C(=O)CCC(F)(F)F	3.3	0.3	-25.2	79.7
CN(C)CC(=O)Nc1ccc2c(c1)[C@@H]1C[C@H](CC(=O)NCc3ccc(-c4ccccc4)cc3)O[C@H](CO)[C@@H]1O2	-3.5	-4.5	86.9	11.4
CN1C(=O)c2cc(NC(=O)c3cscn3)ccc2OC[C@@H]2O[C@H](CC(=O)N3CCOCC3)CC[C@H]21	-0.2	-7.4	1.0	-10.3
CO[C@H]1CN(C)C(=O)c2cc(NC(=O)Nc3ccccc3F)ccc2OC[C@H](C)N(CCC(F)(F)F)C[C@@H]1C	0.7	/	75.6	-39.3
CC(C)NC(=O)Nc1ccc2c(c1)C(=O)N([C@H](C)CO)C[C@H](C)[C@H](CN(C)C(=O)C1CCCCC1)OCCCC[C@@H](C)O2	-0.9	-0.8	2.7	-13.9

More results:
SMILES	GASC1 inh	C diff growth	T cruzi growth	Pf Dd2 growth
C[C@@H]1CN([C@@H](C)CO)C(=O)Cc2cc(NC(=O)Nc3ccccc3)ccc2O[C@H]1CN(C)Cc1ccc(-c2ccccc2)cc1	-1.3	46.6	60.1	-88.0*
Cc1ccc(S(=O)(=O)N2C[C@@H](O)COC[C@H]3O[C@@H](CC(=O)NCc4ccc5c(c4)OCO5)CC[C@@H]32)cc1	-1.0	5.7&1.2	41.5	/
C[C@@H]1CN([C@H](C)CO)C(=O)c2cc(NS(=O)(=O)c3cccs3)ccc2O[C@@H]1CN(C)S(=O)(=O)c1ccccc1	-2.1	-10.1	26.2	18.1
C[C@H]1CN([C@@H](C)CO)C(=O)c2cccc(N(C)C)c2O[C@@H]1CN(C)Cc1ccncc1	-0.4	0.4	-29.0	11.7
C[C@H](CO)N1C[C@H](C)[C@@H](CN(C)S(=O)(=O)c2ccc(F)cc2)Oc2ncc(-c3cccc(C(=O)N(C)C)c3)cc2C1=O	0.4	19.6	12.6	-55.1
C[C@@H]1CN([C@@H](C)CO)C(=O)c2cc(NC(=O)NC3CCCCC3)ccc2O[C@H]1CN(C)S(=O)(=O)c1ccc(F)cc1	-1.4	-3.4	20.0	10.0
CN1CCN(C(=O)C[C@H]2C=C[C@@H](NC(=O)Cc3ccccn3)[C@@H](CO)O2)CC1	-0.1	/	-22.1	18.8
O=C(NCC1CC1)[C@@H]1N[C@@H]2c3ccc(C4=CCCCC4)c(=O)n3C[C@@H]2[C@H]1CO	3.3	-4.1	6.9	/
COC(=O)C[C@@H]1C[C@@H]2c3cc(NC(=O)Nc4ccccc4F)ccc3O[C@@H]2[C@@H](CO)O1	41.0*	-7.4	60.2	-38.1
COc1ccccc1-c1ccc2c(c1)O[C@H](CN(C)C(=O)Nc1cccc(F)c1)[C@H](C)CN([C@H](C)CO)S2(=O)=O	1.1	15.8	87.1	-32.9
O=C(CCN1CCCCC1)NCC[C@@H]1CC[C@H](NC(=O)C2CCCCC2)[C@H](CO)O1	4.8	0.6	/	25.2
COc1ccc(S(=O)(=O)N(C)C[C@@H]2Oc3ccc(NC(=O)CCCN(C)C)cc3CC(=O)N([C@@H](C)CO)C[C@@H]2C)cc1	0.6	-1.5	/	0.8
C[C@H]1CN([C@@H](C)CO)C(=O)c2cc(C#CC(C)(C)O)cnc2O[C@@H]1CN(C)C(=O)CN(C)C	1.8	-1.3	2.9	20.1
CC(C)CC#Cc1ccc2c(c1)O[C@H](CN(C)Cc1ccc3c(c1)OCO3)[C@@H](C)CN([C@H](C)CO)S2(=O)=O	-3.3	12.0	/	-74.2
CN(C)CC(=O)Nc1ccc2c(c1)[C@@H]1C[C@@H](CC(=O)NCc3ccccc3)O[C@@H](CO)[C@@H]1O2	-1.3	/	17.4	-11.5
COc1cccc(NC(=O)N(C)C[C@H]2OCc3ccccc3-c3ccccc3C(=O)N([C@@H](C)CO)C[C@H]2C)c1	-0.3	-2.3	-5.0	12.5
